Screening data from PubChem BioAssay.
GRK2 aptamer HTS = blocks RNA aptamer binding to human GRK2; bead flow cytometry, FAM-aptamer displacement from GRK2; inhibition of aptamer binding, % at 10 µM; AID 488847; 0.59% of 330,000 active; P25098;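 active = inhibition of aptamer binding above 40%, roughly 3 SD of noise, on plates passing a quality check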;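 also: median bead fluorescence of bound FAM aptamer so fluorescent compounds give negative values; no value below 0 was filed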
MEX-5 binding = C. elegans MEX-5 TCR-2 RNA binding activity | Q9XUB2 | MEX-5/FITC-TCR2 RNA binding, fluorescence polarization; hits give low values | activity score (negative = inhibition of binding), % at 10 µM | 0.38% of 300,000 active | AID 1832;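 active = inhibition past about -25% in most replicates, and total fluorescence under double the plate's negative control median, limit read from the data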;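 also: 0% = DMSO and -100% = 5 µM competing unlabeled TCR2 RNA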
Target sequence (Q9XUB2 whole entry, looked up): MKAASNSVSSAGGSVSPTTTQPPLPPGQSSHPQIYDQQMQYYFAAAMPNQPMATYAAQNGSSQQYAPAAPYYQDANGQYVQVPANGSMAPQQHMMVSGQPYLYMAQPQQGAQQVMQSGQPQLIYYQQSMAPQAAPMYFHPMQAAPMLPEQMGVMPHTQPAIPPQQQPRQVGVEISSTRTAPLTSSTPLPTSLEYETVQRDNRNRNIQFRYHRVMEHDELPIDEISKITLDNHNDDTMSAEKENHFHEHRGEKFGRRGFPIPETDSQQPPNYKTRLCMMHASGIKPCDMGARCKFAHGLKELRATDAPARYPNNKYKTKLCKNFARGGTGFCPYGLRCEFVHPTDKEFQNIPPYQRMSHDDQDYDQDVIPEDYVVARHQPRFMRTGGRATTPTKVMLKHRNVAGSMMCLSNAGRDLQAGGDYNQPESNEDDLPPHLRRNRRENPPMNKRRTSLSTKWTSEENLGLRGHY
Bcl-xL primary = inhibitors of human Bcl-xL. Q07817. GST-Bcl-xL / FITC-Bim BH3 peptide fluorescence polarization. inhibition, % at 10.9 µM. 0.7% of 320,000 active. AID 2129;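 active = inhibition above the mean of all tested compounds plus 3 SD, cutoff set per campaign, cut at about 30% in these data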;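 also: 0% = DMSO wells and 100% = unlabeled Bim-BH3 peptide competitor; inhibitors lower millipolarization by displacing the labeled peptide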
GLD-1 RNA inh = GLD-1-TGE RNA interaction inhibition (C. elegans) | Q17339 | purified GLD-1 + fluorescein TGE RNA, fluorescence polarization | inhibition, % at 5.96 µM | 0.44% of 320,000 active;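 active = percent inhibition above a per-plate cutoff, the plate mean of test compounds plus 3 SD, cut at about 30% in these data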;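 also: 0% = DMSO wells with GLD-1 and probe and 100% = wells lacking GLD-1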
Efflux pump mplx = inhibitors of Candida antifungal efflux pumps expressed in yeast | 0.44% of 330,000 active | AID 485275 | S. cerevisiae Candida pump triplex, Nile Red efflux | inhibition, % at 10 µM;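 active = plate passing quality check with inhibition over a set limit, or well fluorescence over plate mean plus 4 SD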;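 also: Nile Red retained in pooled yeast measured as flow cytometry median fluorescence; 0% = buffer negative control and 100% = Enniatin B positive control; higher means more Nile Red kept so more efflux inhibition; some compounds called inactive have numbers as strong as hits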
VLA-4 inh = inhibition in a human VLA-4 binding assay. P13612. VLA-4 expressing cells, ligand binding flow cytometry. inhibition, % (about 7 µM as worked out from the volumes in the protocol). 0.2% of 330,000 active. AID 2557; in the data active = inhibition above about 50%
PME-1 primary = PME-1 (human) inhibition; Q9Y570; recombinant PME-1, FP-Rh probe fluorescence polarization; inhibition, % at 5.9 µM; 0.53% of 320,000 active;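 active = inhibition above the campaign mean of all compounds plus 3 SD, cut at about 26% in these data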;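 also: competitive labeling of PME-1 active site by serine hydrolase directed probe; 0% = PME-1 with DMSO and 100% = wells lacking PME-1 enzyme; inhibitors block probe labeling so polarization falls and inhibition rises; many of its hits are not listed in these tables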
Target sequence (Q9Y570 whole entry, looked up): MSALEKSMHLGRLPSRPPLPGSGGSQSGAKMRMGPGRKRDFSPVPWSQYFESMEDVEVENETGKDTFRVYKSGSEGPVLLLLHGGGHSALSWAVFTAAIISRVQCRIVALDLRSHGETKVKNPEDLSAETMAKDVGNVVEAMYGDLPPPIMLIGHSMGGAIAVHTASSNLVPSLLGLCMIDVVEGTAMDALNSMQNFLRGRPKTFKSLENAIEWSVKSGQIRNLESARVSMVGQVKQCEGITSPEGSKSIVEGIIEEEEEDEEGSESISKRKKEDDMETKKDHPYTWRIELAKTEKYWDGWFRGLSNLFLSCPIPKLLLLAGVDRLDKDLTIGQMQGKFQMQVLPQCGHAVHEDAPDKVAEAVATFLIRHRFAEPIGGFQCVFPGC
MCL1 BIM primary = inhibitors of human MCL1 binding to BIM-BH3 peptide; Q07820; GST-MCL1 / FITC-Bim-BH3 fluorescence polarization; inhibition, % at 10.9 µM; 0.68% of 320,000 active;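 active = inhibition above the mean inhibition of all tested compounds plus 3 SD, set per campaign, cut at about 40% in these data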;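 also: 0% = DMSO wells and 100% = unlabeled Bim-BH3 peptide control; higher means more loss of mP so more displacement of Bim peptide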
Fam108B counter = counter-screen for RBBP9 inhibitors: inhibitors of mouse Fam108B. recombinant Fam108B, FP-Rh probe fluorescence polarization. inhibition, % at 9.51 µM. 0.33% of 300,000 active. AID 1947;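 active = inhibition above the screen mean inhibition plus 3 SD, computed separately per campaign, cut at about 18% in these data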;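 also: inhibitors lower polarization as less probe binds the enzyme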
Active calls of the source: *; / = not tested or not shown.

Every second line gives: GRK2 aptamer HTS | MEX-5 binding | Bcl-xL primary | GLD-1 RNA inh | Efflux pump mplx | VLA-4 inh | PME-1 primary | MCL1 BIM primary | Fam108B counter
- COc1cc(/C=C2\SC(=O)N(CC(=O)Nc3cccc(C)c3)C2=O)ccc1OC(C)C(=O)O (stereo not drawn)
 : 1 | 1.8 | 5 | -4 | 0.0 | -19 | -3 | 0 | -5
- Cc1c(O)ccc2c(CN3CCN(Cc4ccccc4)CC3)cc(=O)oc12
 : 0 | -2.9 | 7 | 9 | 0.0 | 2 | 3 | 5 | -3
- Cn1c(=O)cc(SCC(=O)NCC2COc3ccccc3O2)c2ccccc21 (stereo not drawn)
 : 3 | -0.7 | -1 | 0 | 0.1 | 18 | -4 | 4 | 0
- COc1cccc(C(=O)NCC(=O)OCC(=O)NC2CCCCC2)c1
 : 2 | / | / | 4 | -0.2 | 0 | / | / | /
- O=C(c1ccc(F)cc1)N1CCCC(C(=O)N2CCCCC2)C1 (stereo not drawn)
 : 1 | -2.8 | 4 | 3 | 0.0 | 26 | 4 | 7 | -1
- CCN1CCCC1CNC(=O)Cn1cnc2sc(C)c(S(=O)(=O)N3CCC(C)CC3)c2c1=O (stereo not drawn)
 : 0 | -1.8 | 8 | 1 | 0.2 | -7 | 0 | 3 | -2
- c1ccc(CCN(Cc2ccccc2)C2CCN(C3CCCC3)CC2)cc1
 : 0 | -0.5 | 3 | 4 | 0.2 | 5 | 3 | -1 | 8
- CCCCn1c(N)c(N(CC(C)C)C(=O)c2ccc(N3C(=O)c4ccccc4C3=O)cc2)c(=O)[nH]c1=O
 : 0 | 2.1 | -6 | 3 | -0.1 | -4 | -13 | -7 | -9
- O=C(NC1CCCC1)C(c1ccc(F)cc1)N(Cc1ccccc1)C(=O)c1csnn1 (stereo not drawn)
 : 0 | -2.5 | 7 | 2 | 0.1 | -1 | 2 | 6 | 2
- CC(O)c1cccc(NC(=O)CCC(=O)O)c1 (stereo not drawn)
 : 3 | 0.8 | 9 | 4 | 0.1 | -3 | 1 | 3 | 7
- O=C1OCc2cc(NS(=O)(=O)c3cccs3)ccc21
 : 0 | 1.6 | 6 | -1 | 0.1 | 5 | 3 | 6 | 2
- CC(=O)NCC(=O)OC(C)C(=O)Nc1ccc(C(C)=O)cc1 (stereo not drawn)
 : 0 | 4.6 | 5 | -5 | 0.0 | 4 | 4 | 6 | -1
- COc1cc(CNCCc2ccccc2F)ccc1OCc1ccc(Cl)nc1
 : 0 | 0.0 | 2 | -2 | 0.1 | 28 | 2 | 4 | 8
- CCN1C(=O)CSc2ccc(C(=O)NCc3ccc(OC)cc3)cc21
 : 0 | 1.4 | 2 | 4 | 0.1 | -5 | 0 | -8 | -3
- CC1(C)CC(NC(=O)c2cccc([N+](=O)[O-])c2)CC(C)(C)N1
 : 0 | -1.9 | -1 | 7 | -0.1 | 7 | -4 | -1 | 4
- COc1cc(C=O)ccc1OCc1cccc(Br)c1
 : 0 | 1.8 | 4 | 5 | 0.5 | 6 | -8 | 7 | -1
- CCCn1c2ccccc2c2cnn(CC(=O)NC(C)CC)c(=O)c21 (stereo not drawn)
 : 3 | 2.0 | / | / | -0.1 | -8 | / | / | /
- CCOC(=O)CN(C(=O)COc1nc(C)cc(C)c1C#N)c1ccc(Cl)cc1
 : 1 | -1.4 | 5 | 1 | -0.2 | -14 | 2 | 3 | 2
- Cc1nc(N2CCN(c3ccccc3O)CC2)c2c(-c3ccccc3)csc2n1
 : 2 | -2.3 | 3 | 3 | 1.0 | -4 | -1 | -7 | 4
- CC1CCN(S(=O)(=O)c2ccc3c(c2)N(CC(=O)NCCCOC(C)C)C(=O)CS3)CC1
 : 0 | 1.8 | 7 | 2 | -0.1 | -1 | 0 | -2 | 2
- CCc1cc2cc(C(=O)Nc3ccc(F)cc3)sc2s1
 : 0 | -1.5 | -8 | -3 | 0.0 | 0 | -11 | 0 | -15
- O=C(CCC(=O)Nc1ccc(F)cc1)N/N=C/c1cccnc1
 : 0 | 0.8 | 3 | 2 | -0.1 | 7 | -2 | -1 | 3
- O=C(Cc1c(O)c2ccccc2oc1=O)c1ccc(C(F)(F)F)cc1
 : 2 | -20 | 22 | 19 | -0.1 | -1 | -2 | 26 | 3
- CC(C)CCNC(=O)NC(=O)CSc1ncccn1
 : 2 | -0.1 | 5 | 4 | 0.2 | 14 | 1 | 3 | -2
- Cc1cc(C)nc(NS(=O)(=O)c2ccc(NC(=O)C3(c4ccc([N+](=O)[O-])cc4)CCCC3)cc2)n1
 : 0 | -1.3 | -2 | 6 | 0.0 | 5 | -5 | 0 | -2
- CCCCN(C(=O)c1ccc([N+](=O)[O-])s1)c1c(N)n(CC(C)C)c(=O)[nH]c1=O
 : 4 | -0.6 | -1 | 8 | -0.1 | 10 | -4 | -6 | -3
- CC(C)CC(=O)Nc1cccc(-c2cn3ccsc3n2)c1
 : 0 | -0.3 | -1 | 2 | -0.2 | -23 | -3 | -4 | 0
- O=C(CCNS(=O)(=O)c1ccc(Cl)cc1)NCc1cccs1
 : 0 | 0.0 | 4 | 0 | 0.1 | 15 | -3 | -7 | 0
- CN(C)C(CNC(=O)c1ccc2[nH]c(=O)c(=O)[nH]c2c1)c1ccco1 (stereo not drawn)
 : 1 | / | 4 | 3 | 0.0 | 0 | 2 | 13 | /
- N#Cc1c(C(F)(F)F)cc(-c2ccc(F)cc2)[nH]c1=O
 : 1 | 1.3 | 4 | 12 | 0.0 | 6 | -2 | 2 | 3
- Cc1ccc(-n2c(-c3cc(-c4ccco4)[nH]n3)n[nH]c2=S)c(Br)c1
 : 0 | 1.6 | 4 | -3 | -0.1 | 6 | 3 | 5 | 3
- CC1(c2nnc(-c3ccc(F)cc3)o2)CC(c2c(Cl)cccc2Cl)=NO1 (stereo not drawn)
 : 1 | 1.0 | -1 | -1 | -0.1 | 3 | 2 | 0 | 0
- CC(C)C(C(=O)Nc1nccs1)c1ccc(Cl)cc1 (stereo not drawn)
 : 2 | -2.6 | 6 | 4 | -0.1 | 11 | 1 | 4 | -7
- O=C(O)c1ccc(Cl)c(S(=O)(=O)NC(Cc2c[nH]c3ccccc23)C(=O)O)c1 (stereo not drawn)
 : 4 | 0.5 | 3 | -4 | 0.0 | 15 | 2 | -4 | -1
- Cc1ccc(Cn2c(=O)c3ccccc3n3c(SCC(=O)N4CCCCC4C)nnc23)cc1 (stereo not drawn)
 : 1 | / | -2 | 0 | 0.5 | -5 | 5 | -14 | 3
- O=C(NNS(=O)(=O)c1ccccc1[N+](=O)[O-])c1ccc(F)cc1
 : 3 | -1.6 | 8 | 5 | -0.1 | 19 | 8 | 9 | 4
- CCCc1cc(=O)[nH]c2nnc(SCC(=O)NCc3ccc4c(c3)OCO4)n12
 : 2 | -1.5 | 1 | 3 | 0.0 | 13 | -2 | 3 | 6
- CC(C)NC(=O)N1CC(c2ccccc2)C(c2ccc(Cl)cc2)=N1 (stereo not drawn)
 : 8 | -0.5 | 5 | -1 | 0.1 | -1 | -1 | -11 | -3
- CCOc1cc(NC(=S)NCc2ccco2)c(OCC)cc1NC(=O)CC(C)C
 : 1 | -0.2 | 1 | 1 | -0.1 | 17 | -6 | -3 | -3
- COc1cc2c(cc1NC(=O)C1CCCO1)oc1ccccc12 (stereo not drawn)
 : 0 | / | 2 | -2 | 0.0 | 8 | 3 | 10 | -5

Quoted at random: 4 compounds from above
Every second line gives: GRK2 aptamer HTS | MEX-5 binding | Bcl-xL primary | GLD-1 RNA inh | Efflux pump mplx | VLA-4 inh | PME-1 primary | MCL1 BIM primary | Fam108B counter
- COc1cc2c(cc1NC(=O)C1CCCO1)oc1ccccc12 (stereo not drawn)
 : 0 | / | 2 | -2 | 0.0 | 8 | 3 | 10 | -5
- O=C(O)c1ccc(Cl)c(S(=O)(=O)NC(Cc2c[nH]c3ccccc23)C(=O)O)c1 (stereo not drawn)
 : 4 | 0.5 | 3 | -4 | 0.0 | 15 | 2 | -4 | -1
- CN(C)C(CNC(=O)c1ccc2[nH]c(=O)c(=O)[nH]c2c1)c1ccco1 (stereo not drawn)
 : 1 | / | 4 | 3 | 0.0 | 0 | 2 | 13 | /
- O=C(CCNS(=O)(=O)c1ccc(Cl)cc1)NCc1cccs1
 : 0 | 0.0 | 4 | 0 | 0.1 | 15 | -3 | -7 | 0

The results go on.
Molecule	GRK2 aptamer HTS	MEX-5 binding	Bcl-xL primary	GLD-1 RNA inh	Efflux pump mplx	VLA-4 inh	PME-1 primary	MCL1 BIM primary	Fam108B counter
NC(=O)c1ccc(Oc2ccc(C(N)=O)cc2)cc1	0	1.2	0	4	0.1	-8	-5	3	-1
O=C(CNc1ccccc1F)N/N=C/C1CC=CCC1 (stereo not drawn)	0	/	4	4	0.1	1	-6	2	-5
COc1ccc(C(CNC(=O)CCOc2ccccc2)N(C)C)cc1 (stereo not drawn)	18	0.3	3	12	0.0	8	-6	6	4
CNC(=S)N1CCN(c2ccc(Cl)c(Cl)c2)CC1	0	1.2	7	1	-0.1	10	-3	5	3
CCCCCCSc1ccc([C@@H]2[C@H]3C(=O)N(CC)C(=O)[C@H]3[C@]3(C(=O)OC)CCCCN23)cc1	0	/	/	-20	0.4	0	/	/	/

Three structures already listed, sorted by SMILES length, falling:
Molecule	GRK2 aptamer HTS	MEX-5 binding	Bcl-xL primary	GLD-1 RNA inh	Efflux pump mplx	VLA-4 inh	PME-1 primary	MCL1 BIM primary	Fam108B counter
COc1cc2c(cc1NC(=O)C1CCCO1)oc1ccccc12 (stereo not drawn)	0	/	2	-2	0.0	8	3	10	-5
NC(=O)c1ccc(Oc2ccc(C(N)=O)cc2)cc1	0	1.2	0	4	0.1	-8	-5	3	-1
O=C(CNc1ccccc1F)N/N=C/C1CC=CCC1 (stereo not drawn)	0	/	4	4	0.1	1	-6	2	-5

The list is partial. The share of hits here may be higher or lower than overall.
